NPY-Y2 PAM-ag = potentiators or agonists of human neuropeptide Y receptor Y2 | hit rate 0.45% among 220,000 | cells expressing NPY-Y2, potentiator/agonist read-out | activation, % at 3.6 µM; in the data active = activation above about 27%;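 also: cells stimulated with NPY near EC25 plus isoproterenol at EC100; 0% = vehicle plus submaximal agonist and 100% = vehicle plus saturating agonist; some results beyond the cut were filed as inactive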
Ba/F3 V617F tox = lowers viability of Ba/F3 cells expressing EpoR and JAK2V617F; ATP luminescence; inhibition, % at 5.6 µM; hit rate 1.1% among 220,000;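 active = inhibition above the campaign mean plus 3 SD over all tested compounds, cut at about 24% in these data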;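 also: cytokine-independent growth of Ba/F3 cells driven by EpoR plus mutant JAK2; 0% = DMSO-treated cells and 100% = JAK inhibitor I control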
S1P4 antagonist = antagonists of human S1P4 receptor. S1P4-expressing cells, antagonist mode, reporter read-out. AID 1510. hit rate 0.26% among 220,000. inhibition, % at 4.98 µM. O95977; in the data active = inhibition above about 29%;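 also: 0% = wells stimulated with agonist and 100% = vehicle wells without agonist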
Target sequence (O95977 whole entry, looked up): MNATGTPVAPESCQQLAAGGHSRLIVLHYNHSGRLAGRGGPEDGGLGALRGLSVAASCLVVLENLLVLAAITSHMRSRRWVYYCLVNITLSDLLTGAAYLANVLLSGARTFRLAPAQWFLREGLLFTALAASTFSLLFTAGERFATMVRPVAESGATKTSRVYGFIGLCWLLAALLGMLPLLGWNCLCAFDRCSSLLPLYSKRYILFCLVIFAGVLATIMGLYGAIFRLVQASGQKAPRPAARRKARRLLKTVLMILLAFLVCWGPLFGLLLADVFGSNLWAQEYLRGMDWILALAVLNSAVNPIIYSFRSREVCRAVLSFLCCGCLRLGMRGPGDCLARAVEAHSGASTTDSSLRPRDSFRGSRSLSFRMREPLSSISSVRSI
BaF3 tox = counter-screen for JAK2V617F inhibitors: parental Ba/F3 viability inhibitors; AID 1486; inhibition, % at 5.6 µM; hit rate 1.1% among 220,000; CellTiter-Glo ATP luminescence;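 active = inhibition above a per-campaign cutoff, the mean inhibition of all tested compounds plus 3 SD, cut at about 27% in these data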;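 also: 0% = DMSO wells and 100% = JAK Inhibitor I control wells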
NPY-Y1 PAM-ag = potentiates or activates human NPY-Y1 receptor; NPY-Y1 expressing cells, potentiator/agonist activation; P25929; activation, % at 3.6 µM; hit rate 0.37% among 220,000; in the data active = activation above about 33%, passing the limit was not always enough;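 also: cells stimulated with NPY at EC10 then isoproterenol at EC100; 0% = low agonist plus stimulus and 100% = saturating agonist plus stimulus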
Target sequence (P25929 whole entry, looked up): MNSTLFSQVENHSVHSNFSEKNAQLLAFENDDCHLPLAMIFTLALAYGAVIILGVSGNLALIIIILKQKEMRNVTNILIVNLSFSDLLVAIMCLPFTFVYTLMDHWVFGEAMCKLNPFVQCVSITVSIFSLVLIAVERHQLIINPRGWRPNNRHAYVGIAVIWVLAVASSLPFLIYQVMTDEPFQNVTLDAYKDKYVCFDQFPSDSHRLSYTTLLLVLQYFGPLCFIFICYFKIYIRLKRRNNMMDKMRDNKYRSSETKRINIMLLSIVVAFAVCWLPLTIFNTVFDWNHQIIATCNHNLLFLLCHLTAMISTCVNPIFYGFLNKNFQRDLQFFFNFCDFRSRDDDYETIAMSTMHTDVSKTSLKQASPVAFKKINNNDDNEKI
CHOP inh = blocks CHOP induction under ER stress; CHO-K1 CHOP-promoter luciferase, tunicamycin-induced, 15-18 h; inhibition, % at 10 µM; hit rate 3.8% among 220,000; AID 2732;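 active = compounds that reduced the stress-induced luciferase reporter signal by more than about 70% of percent inhibition, limit read from the data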;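 also: 0% = tunicamycin plus vehicle and 100% = wells without tunicamycin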
NPY-Y1 antag = NPY-Y1 (human) receptor antagonism; inhibition, % at 3.6 µM; hit rate 1% among 200,000; HEK293-CNG Y1 cells, membrane potential fluorescence; NPY at EC95, then isoproterenol; P25929;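 active = inhibition above the campaign mean inhibition of all tested compounds plus 3 SD, cut at about 20% in these data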;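 also: 0% = DMSO wells given NPY plus isoproterenol and 100% = isoproterenol alone without NPY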
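Material: HEK293 cells co-expressing NPY Y1 receptor and cyclic-nucleotide gated channel. Timing: compound incubation 1 h at room temperature, readout 45 min post-stimulation. Signal: fluorescence, membrane potential probe.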
NCF1 inh = blocks human p47phox regulatory protein of NADPH oxidases; hit rate 0.53% among 220,000; P14598; p47phox/p22phox peptide binding, fluorescence polarization, 2 h; AID 1274; inhibition, % at 24.7 µM;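 active = inhibition above about 30%, limit read from the data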;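 also: 0% = p47phox with labelled peptide and 100% = labelled peptide alone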
S1P4 agonist = human S1P4 receptor agonism; S1P4-expressing cell line, agonist reporter assay; O95977; AID 1509; hit rate 0.35% among 220,000; activation, % at 4.98 µM; in the data active = activation above about 11%;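 also: 0% = DMSO vehicle and 100% = reference agonist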
Starred values were filed as active, the others as inactive; . = no result given.

Order of values: NPY-Y2 PAM-ag, Ba/F3 V617F tox, S1P4 antagonist, BaF3 tox, NPY-Y1 PAM-ag, CHOP inh, NPY-Y1 antag, NCF1 inh, S1P4 agonist
- Cc1ccc(-c2noc(CCCC(=O)Nc3cccnc3)n2)cc1
→ 8, 0, -18, 7, 3, 78*, 0, -10, -0.9
- COC(=O)c1ccccc1NC(=O)NC1CC1
→ 1, -5, 7, -1, 9, 14, -4, -3, -0.8
- CCc1cc2c(=O)c(-c3nc4ccccc4n3C)c(C)oc2c(CN2CCN(CCO)CC2)c1O
→ -2, -2, -32, 4, -12, -2, -5, -9, 1.1
- O=C(COC(=O)CCc1c[nH]c2ccccc12)NCc1ccccc1
→ -29, 2, -33, 8, -37, -3, 9, -12, -1.7
- O=C(O)c1cccc(N2C(=O)C3C4C=CC(C4=C(c4ccccc4)c4ccccc4)C3C2=O)c1 (stereo not given)
→ -11, 3, -16, 9, -4, -2, 2, -11, 0.9
- COC(=O)CNC(=O)COC(=O)c1cc(Cl)cc(Cl)c1N
→ -7, 4, -10, 3, -9, 5, 13, 0, 0.3
- O=C(O)CC(Cc1ccccc1)C(=O)NCC12CC3CC(CC(C3)C1)C2 (stereo not given)
→ -1, -3, -4, 0, -7, 9, -4, 5, -0.3
- Cc1cc(/C=N/NC(=O)C(=O)N2CCCC2)c(C)n1-c1cccc(Br)c1
→ 11, -7, -10, 3, 5, 23, 4, -8, -1.3
- Cc1cccc(CCNC(=O)CCCOc2cc(=O)n(C)c3ccccc23)c1
→ -9, -1, -2, -1, -7, -15, 2, 3, 1.0
- C/C(=C\COc1cc(=O)[nH]c2ccccc12)CCC(O)C(C)(C)O (stereo not given)
→ 13, -1, -17, -7, 17, 20, 1, -4, -0.6
- Cc1ccccc1Cn1cc(S(=O)(=O)CC(=O)N2CCCCC2)c2ccccc21
→ -1, -3, -6, 2, -23, 20, 1, -6, 3.1
- CCOC(=O)Cc1cc(=O)n2[nH]c(C)c(C#N)c2n1
→ 0, 1, -1, 7, -25, -4, 3, -6, -1.6
- O=C1OC(c2cccs2)=N/C1=C\c1ccc(-c2ccccc2Cl)o1
→ -21, 1, -27, 3, -23, 4, 5, 81*, -1.8
- Cc1cccnc1NC(=O)Nc1ccc(F)cc1
→ -4, -4, -6, 2, -1, 21, 12, -6, 2.1
- Cc1cc(NC(=O)CN2CCCCC2)n(-c2ccccc2)n1
→ -15, -2, -6, 2, -1, 9, ., -2, 0.4
- Cc1ccc(NC(=O)CSCC(=O)Nc2ccc(N3CCOCC3)c(Cl)c2)cc1
→ -4, -3, 2, -2, 2, 0, -1, -1, 1.1
- CCCN1C(=O)c2ccc(C(=O)NCc3ccco3)cc2C1=O
→ -10, -5, 5, 2, -9, 13, 0, -6, -2.0
- COc1ccc(CC(=O)OCC(=O)N2N=C(c3ccccc3)CC2c2ccc(OC)cc2)cc1 (stereo not given)
→ -17, -2, -10, 3, -2, 5, 3, 0, 0.1
- Cc1cc(C)n(CCNCc2c(C(=O)N3C[C@@H](C)O[C@@H](C)C3)nc3ccc(Cl)cn23)n1
→ 12, -3, -7, 7, 14, 12, -4, 2, 1.0
- CCC(NC(=O)Nc1nnc(C(F)(F)F)s1)(C(F)(F)F)C(F)(F)F
→ 25, 98*, 38*, 89*, -44, 103*, 38*, -2, -0.3

Next structures
Order of values: NPY-Y2 PAM-ag, Ba/F3 V617F tox, S1P4 antagonist, BaF3 tox, NPY-Y1 PAM-ag, CHOP inh, NPY-Y1 antag, NCF1 inh, S1P4 agonist
- O=C(CCc1nnc(CCCc2ccccc2)o1)NCCc1ccccc1
→ -26, -2, -16, 5, -4, 0, 5, -8, 2.8
- S=C(NCc1cccnc1)Nc1cccc2ccccc12
→ -1, -6, -14, -2, 9, 49, -3, -5, 0.5
- S=C(NCC1CCCO1)Nc1ccccc1 (stereo not given)
→ 1, -3, -25, 2, 2, -10, -1, -11, 1.1
- Cc1ccc(N(CC(=O)N/N=C/c2cc(C)n(-c3ccccc3)c2C)S(C)(=O)=O)c(C)c1
→ 2, -3, -27, 4, -9, 73*, 4, -37, -0.2
- CCC(C)NC(=O)c1ccccc1NC(=O)C(C)N(c1ccccc1)S(C)(=O)=O (stereo not given)
→ 10, -3, 3, 1, 4, -13, -3, -8, -0.4
- CN(C)C(=O)c1cc(S(=O)(=O)N(C)C)c(Cl)cc1N1CCCC1
→ 6, -1, -12, 2, -9, -19, 1, 2, -1.9
- Cc1ccnc2nc(C(=O)NCCc3ccc(F)cc3)nn12
→ 4, -1, -9, 3, -27, 5, -1, -149, -0.9
- CCCCc1c(C)c2ccc(OC)c(/C(C)=N\O)c2oc1=O
→ -9, 0, -6, 2, -5, -4, 4, -3, 0.5
- Nc1[nH]n2c(=O)cc(-c3ccccc3)nc2c1N=Nc1ccc(S(N)(=O)=O)cc1
→ 4, -3, -4, 6, 33, 4, 0, -21, 1.3
- O=C(NN(C(=O)C1CC1)c1nc2ccccc2s1)C1CC1
→ 12, -5, -8, 1, -4, 4, 0, -7, 0.2
- O=C(Cc1n[nH]c(=O)c2ccccc12)NCc1ccccn1
→ -15, 2, -5, 0, -5, 15, 0, -18, 1.7
- CC(C)Cn1c(CN(C)Cc2ccccc2)nc2c1c(=O)n(C)c(=O)n2C
→ -13, 2, 2, 8, -17, 55, 3, 2, -0.5
- CC1CCCCC1NC(=O)CSc1nncn1N (stereo not given)
→ -8, 3, -5, 9, 0, 18, 2, -2, 1.0
- COC(=O)CSc1nnc(-c2ccc(S(=O)(=O)NCc3cccs3)cc2)o1
→ 84*, 1, -2, 12, 101*, -6, -14, -12, -0.6
- COC(=O)CCCCC1SCC(NC(=O)OC)C1NC(=O)OC (stereo not given)
→ -2, 4, 12, 2, -1, 34, 0, -7, 2.4
- COc1ccc(Cl)cc1Nc1nc(-c2sc(NC(=O)c3ccccc3)nc2C)cs1
→ 6, 1, 10, 5, -12, 12, 3, -14, 0.4
- COc1ccccc1CNC(=O)CCS(=O)(=O)c1ccc2c(c1)CCCN2C(C)=O
→ -9, 0, 1, 3, 2, -4, -1, 3, 0.6
- Cc1cccc(C=Nc2ccc3c(c2)oc2ccccc23)c1O
→ -3, 2, -12, 9, -13, -5, -1, -51, -2.2
- N#Cc1c(C(F)(F)F)cc(-c2ccc(F)cc2)[nH]c1=O
→ -8, 2, 0, 7, -15, 6, 11, -10, 0.6
- Cc1ccc2nsnc2c1S(=O)(=O)N(Cc1ccco1)Cc1cc2cccc(C)c2[nH]c1=O
→ 3, 1, 6, 7, -21, 32, -8, 0, -0.5

(further entries)
Order of values: NPY-Y2 PAM-ag, Ba/F3 V617F tox, S1P4 antagonist, BaF3 tox, NPY-Y1 PAM-ag, CHOP inh, NPY-Y1 antag, NCF1 inh, S1P4 agonist
- O=C(O)C1Nc2c(C(=O)N3CCOCC3)cccc2C2C=CCC12 (stereo not given)
→ -7, 1, -18, 3, -4, 29, 0, -12, 2.1
- O=C(/C=C/c1ccc(Br)cc1)N1CCN(c2cccc(C(F)(F)F)c2)CC1
→ -12, -1, -15, 4, -9, 38, 7, -4, -0.6
- COc1ccc(CC(=O)NCC2(c3ccc(OC)c(OC)c3)CCCC2)cc1
→ 5, -1, -15, 4, 2, 7, 5, -3, 2.9
- CSc1ccc(-c2nnn(Cc3ccc(Br)cc3)n2)cc1
→ -37, 2, -1, 3, -47, 42, 14, -9, 0.7
- CN1CCN(C(=S)Nc2ccc(Oc3ccccc3)cc2)CC1
→ -3, 1, -29, 6, 0, 9, 3, -1, 0.3
- COc1ccc(/C=N/NC(=O)CC(=O)NCc2cccnc2)cc1
→ -1, 1, -21, 3, 11, -7, 1, 16, 0.3
- CC(=O)c1ccc(OCCCN2CCCCC2)cc1
→ -5, 2, 0, 4, -14, -20, 2, 6, -0.2
- Cc1ccc(NC(=O)/C(C#N)=C/c2cccs2)c(C)c1
→ -2, -1, -10, -2, -2, -35, -1, -6, -1.8
- COc1ccc(CNC(=S)Nc2cccc(C)c2C)cc1
→ -14, 4, -24, 5, -12, 15, 8, -26, 0.7
- O=C(C1CCN(S(=O)(=O)N2CCOCC2)CC1)N1CCN(c2ccc(F)cc2)CC1
→ -2, 2, -10, 3, -7, 20, -5, 3, -0.2
- Cc1cccc(OCCCC(=O)NCc2ccco2)c1
→ 4, -1, 9, -4, 7, 5, 11, -10, -0.7
- C/C=C/C(=O)Nc1cccc(C(F)(F)F)c1
→ -11, 5, -5, 9, 13, -1, 2, -3, 1.0
- COc1cc(/C=C(\C#N)c2nc3ccccc3[nH]2)ccc1OC(=O)c1ccco1
→ -4, 3, -22, 4, 13, 27, 4, -28, 5.5
- CC(C)(C)c1ccc(C(=O)CC(=O)c2cc(Cl)ccc2O)cc1
→ 2, 0, 6, 5, -21, 47, 2, -23, 0.2
- COc1ccc(OCCCC(=O)Nc2ccc(N3CCOCC3)cc2)cc1
→ -6, 0, -25, 5, 2, 40, -2, -6, 2.0
- CN(Cc1ccc(OC(F)F)cc1)Cc1nc2c(Br)cc(Br)cc2c(=O)[nH]1
→ -8, 2, -10, 4, -15, 67, 0, -55, 1.5
- CCOC(=O)CCC(=O)N(CCN(C(=O)CCC(=O)OCC)c1ccccc1)c1ccccc1
→ 14, 3, -12, 1, 2, 0, 0, -6, 0.6
- Cc1cc2ccccn2c1C(=O)c1ccc(NN)c([N+](=O)[O-])c1
→ 8, -1, -4, 1, 6, 2, 1, -8, -1.7
- O=S(=O)(NCCOCC(F)(F)C(F)F)c1ccc2oc3ccccc3c2c1
→ -25, 1, -8, 3, -11, 85*, 2, -9, 0.8
- CCOc1ccc(-c2nc(CSc3nnc(C)s3)cs2)cc1OC
→ -17, 1, -10, 1, -36, 5, 0, -12, -1.4

Other entries.
Order of values: NPY-Y2 PAM-ag, Ba/F3 V617F tox, S1P4 antagonist, BaF3 tox, NPY-Y1 PAM-ag, CHOP inh, NPY-Y1 antag, NCF1 inh, S1P4 agonist
- Cc1cc(=O)oc2cc(OCC(=O)OCC(=O)NCc3ccc4c(c3)OCO4)ccc12
→ 4, -3, -12, -2, 9, 8, 4, -18, 0.0
- COc1cc(NC(=O)Nc2cccc(Cl)c2)c(C(=O)O)cc1OC
→ -10, -1, 8, -6, 11, 12, ., -11, 1.7
- COc1ccc(N=C2S/C(=C\c3cccs3)C(=O)N2CC(C)C)cc1
→ -16, 7, 6, 4, -8, 29, 10, -10, -0.1
- Cc1ccc(NC(=O)CSc2nnnn2C)cc1S(=O)(=O)N(C)C
→ 6, -2, -16, 0, -9, 10, -1, 10, 0.3
- O=C(NC1CCCC1)c1n[nH]c2ccccc12
→ 8, 2, -11, 4, -13, 14, -2, -2, 2.0
- Cc1ccccc1NC(=O)c1csc2c1CCCC2
→ 5, -4, -13, -1, 9, 42, 11, -1, -0.5
- O=C(Nc1ccc2nc3n(c(=O)c2c1)CCCC3)c1ccccc1[N+](=O)[O-]
→ 9, 2, -10, 5, -14, 20, 5, -17, -0.2

Assay outcomes as filed in PubChem.

Hits appear at their usual frequency, and some 7.1% of all compounds hit somewhere here.
